Compound activity: PubChem BioAssay, several laboratories
m5-HT2A agonist = mouse Htr2a agonists via beta-arrestin recruitment, primary screen, cell-based, luminescence. 0.66% of 360,000 active. activation, % at 7.6 µM. CHO-K1 mHTR2A beta-arrestin complementation; percent of 30 µM serotonin response;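 active = activation above a run cutoff, the mean activation of all tested compounds plus 3 SD, cut at about 14% in these data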;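 also: 0% = plate median of compound wells and 100% = 30 µM serotonin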
Target sequence (P35363 whole entry, looked up): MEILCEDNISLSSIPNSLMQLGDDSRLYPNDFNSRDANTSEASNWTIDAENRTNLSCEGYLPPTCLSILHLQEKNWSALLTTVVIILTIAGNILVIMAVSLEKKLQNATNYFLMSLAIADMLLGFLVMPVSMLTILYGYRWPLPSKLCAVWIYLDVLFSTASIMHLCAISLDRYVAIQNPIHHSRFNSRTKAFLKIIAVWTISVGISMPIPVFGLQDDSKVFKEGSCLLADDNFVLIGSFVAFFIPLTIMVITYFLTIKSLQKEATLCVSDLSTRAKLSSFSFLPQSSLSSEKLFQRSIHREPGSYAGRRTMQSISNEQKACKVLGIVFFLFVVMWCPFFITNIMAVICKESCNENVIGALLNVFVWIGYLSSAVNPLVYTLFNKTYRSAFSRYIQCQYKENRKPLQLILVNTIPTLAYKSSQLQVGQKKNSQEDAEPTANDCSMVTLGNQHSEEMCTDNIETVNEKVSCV
iPSC survival up = enhancers of single-cell hiPSC survival, primary screen, ATPlite luminescence | 100% = ROCK inhibitor wells, 0% = DMSO | survival enhancement, % at 20 µM | 0.044% of 360,000 active | AID 602274, 2012; in the data active = survival enhancement above about 18%;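 also: cells exposed to compounds for 16 hours before the ATP read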
Glyco luc inh = increase of ERlucT glycosylation luciferase signal, primary screen, N-linked glycosylation inhibitor project, D54 ERlucT cells, luminescence, set 2; D54 ERlucT glycosylation luciferase reporter, 24 h; percent of 100 nM tunicamycin response; reporter increase, % at 12.5 µM; 0.23% of 360,000 active; AID 588692, 2011;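 active = mean luciferase reporter signal, scaled so untreated is 0 and the glycosylation-blocking control 100, at or above a set limit in every replicate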;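 also: luciferase carries N-glycosylation sites so blocking glycosylation raises the light; 0% = median of neutral control wells and 100% = median of 100 nM tunicamycin wells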
MC4R antag cAMP = MC4R antagonists of cAMP signaling, primary screen, cell-based, TR-FRET, antagonist arm of biased-ligand search; Melanocortin receptor 4 (Homo sapiens), P32245; MC4R-expressing cells, MTII-stimulated cAMP, LANCE TR-FRET; 0.48% of 360,000 active; AID 540295, 2011; inhibition, % at 6.5 µM;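 active = inhibition above its plate's cutoff, the mean of tested wells on that plate plus 3 SD, cut at about 29% in these data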;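 also: 0% = Melanotan II alone and 100% = Melanotan II plus saturating MCL0020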
Target sequence (P32245 whole entry, looked up): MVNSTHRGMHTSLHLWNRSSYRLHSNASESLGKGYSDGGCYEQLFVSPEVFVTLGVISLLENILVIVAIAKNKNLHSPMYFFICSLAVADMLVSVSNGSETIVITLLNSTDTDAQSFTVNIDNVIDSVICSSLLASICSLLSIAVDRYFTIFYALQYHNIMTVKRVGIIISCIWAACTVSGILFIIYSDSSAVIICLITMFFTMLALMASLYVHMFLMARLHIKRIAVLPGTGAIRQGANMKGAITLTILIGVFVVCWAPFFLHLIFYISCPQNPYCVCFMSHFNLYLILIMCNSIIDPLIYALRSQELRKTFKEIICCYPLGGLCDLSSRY
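System – human MC4R-expressing U2OS cells · Also added – Melanotan II · Dosing – one concentration, 6.5 µM nominal · Timing – 30-min compound, 1-h challenge, 1-h detection, room temperature · Measured by – Eu-cAMP/anti-cAMP TR-FRET, emission 671 nm · Replicates – singlicate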
MC4R barr agon = MC4R agonists recruiting beta-arrestin, primary screen, cell-based, luminescence, agonist arm of biased-ligand search | U2OS MC4R beta-arrestin complementation; percent of melanotan II response, DMSO zero | Melanocortin receptor 4 (Homo sapiens), P32245 | activation, % at 8.9 µM | 0.98% of 360,000 active | AID 540308, 2011;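 active = activation above a per-plate cutoff, the mean activation of sample wells on that plate plus 3 SD, cut at about 8% in these data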
Exocytosis inh = LAMP-1 surface exposure blockers, TALL-104 cells – cell-based, flow cytometry, MLPCN library, primary screen. AID 651702, 2012. inhibition, % at 10 µM. TALL-104 LAMP-1 surface exposure; cells stimulated with thapsigargin and PMA. 0.66% of 360,000 active;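 active = inhibition above about 55%, limit read from the data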
ABCB6 inh MLPCN = ABCB6 transporter inhibitors, primary screen, K562-ABCB6 cells, flow cytometry, MLPCN library. 0.19% of 360,000 active. AID 602162, 2011. K562-ABCB6 porphyrin accumulation, 1 h; active compounds read low. fluorescence ratio to DMSO, % at 10 µM. ATP-binding cassette sub-family B member 6 (Homo sapiens), Q9NP58;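 active = fluorescence ratio to DMSO below 75%, the collection mean minus 3 SD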;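 also: signal is porphyrin accumulated inside mitochondria; 100% equals median channel fluorescence of DMSO control wells; lower ratio means ABCB6 inhibition with less porphyrin fluorescence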
ABHD5 PLIN5 PPI = ABHD5-PLIN5 interaction inhibitors, primary screen, cell lysate, split luciferase complementation, luminescence; Perilipin-5 (Homo sapiens) + 1-acylglycerol-3-phosphate O-acyltransferase ABHD5 (Homo …; Split G. princeps luciferase complementation, 4 h; inhibition, % at 4 µM; 0.78% of 360,000 active;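 active = inhibition above the mean inhibition across every tested compound plus 3 SD, cut at about 22% in these data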;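 also: 0% = DMSO only wells and the 100% control is not disclosed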
H9c2 protect = cardioprotection against H2O2-induced cell death, primary screen, uHTS, H9c2 cells, ATPLite luminescence; H9c2 cardiomyocytes, H2O2 injury protection, 2 h; protection from H2O2 cell death, % at 20 µM; 0.63% of 360,000 active;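 active = compounds giving at least 50% protection of heart cells from peroxide-induced death in the single-dose screen, raw or plate-pattern-corrected value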;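 also: 0% = DMSO wells with peroxide and 100% = DMSO wells without peroxide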
aDG glyco act = activators of alpha-DG glycosylation, primary screen, uHTS, Pro5-aDG cells, AlphaScreen; alpha-DG glycosylation AlphaScreen (IIH6); 0% Pro5, 100% B10-LARGE cell signal; activation, % at 10 µM; 0.22% of 360,000 active;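 active = activation of at least 8% versus controls, or a plate z-score of at least 8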;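 also: Pro5 are CHO cells carrying HIG-tagged alpha-DG that lacks glycosylation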
The depositor's hits bear a star; / = not tested or not shown; & = joins results of further samples.

SMILES | m5-HT2A agonist | iPSC survival up | Glyco luc inh | MC4R antag cAMP | MC4R barr agon | Exocytosis inh | ABCB6 inh MLPCN | ABHD5 PLIN5 PPI | H9c2 protect | aDG glyco act
Cc1ccc(NS(=O)(=O)c2ccc(C(=O)NCc3cccnc3)cc2)cc1 | -6 | -0.3 | -2 | 4 | -2.9 | 7 | 95 | -6 | -7 | 0.3
CCNC(=O)NC(=O)C(C)SCc1ccccc1C (stereo not drawn) | 0 | 0.6 | -1 | 19 | 0.3 | 7 | 94 | 5 | 4 | -0.2
CCCNC(=O)CSc1nnc(-c2ccc(F)cc2)o1 | -1 | -0.2 | 1 | 0 | -1.1 | -1 | 93 | -4 | 11 | -0.4
CCOc1cc(NC(=O)c2ccco2)c(OCC)cc1NC(=O)c1cc(OC)c(OC)c(OC)c1 | 1 | 0.0 | -3 | 0 | 13* | 0 | 96 | -3 | 15 | 0.0
CSc1ccccc1C(=O)Nc1cccc([N+](=O)[O-])c1 | 11 | 0.3 | 1 | 3 | -2.9 | -6 | 100 | -1 | 1 | -0.2
O=c1c2ccccc2oc2ccc(-c3ccc4[nH]ccc4c3)cc12 | 1 | -2.3 | -4 | 18 | -0.6 | -3 | 98 | 6 | -25 | 0.5
Cc1cnc(NC(=O)CCCc2nc3ccccc3s2)s1 | 1 | -2.5 | 0 | 2 | 0.3 | -2 | 100 | -6 | 10 | -0.6
CN(C)C=Nc1nonc1-c1ccc(Cl)cc1 | -4 | -0.7 | -3 | 5 | 0.2 | -1 | 99 | -7 | 2 | -0.1
O=C(O)/C=C/C(=O)NC1CC1 | 2 | 0.6 | 0 | 0 | -3.0 | 4 | 99 | 3 | 2 | -0.1
COCCNc1ncnc2c1cnn2Cc1ccccc1Cl | -7 | 1.7 | 0 | 7 | 1.9 | -8 | 94 | -2 | 7 | 0.0
S=C1NC(c2ccccc2)=CC(c2ccccc2)N1 (stereo not drawn) | -1 | -0.5 | 1 | 8 | -0.4 | 0 | 94 | -6 | 4 | -0.1
Cc1cc(C)nc(Oc2ccc(Br)cc2)n1 | 1 | -0.9 | 1 | 5 | 1.3 | -3 | 98 | -2 | -2 | -0.1
CC1CCC(N2CCNCC2)CC1 (stereo not drawn) | 5 | -0.4 | -1 | -3 | -1.6 | -4 | 95 | 2 | 6 | -0.2
CCN(CC(=O)Nc1ccccc1C(F)(F)F)C(=O)c1ccc2c(c1)NC(=O)CS2 | 6 | 0.0 | 0 | 5 | -2.6 | 1 | 95 | -6 | -4 | -0.4
CCOC(=O)c1c(C)n(C)c2ccc(OCCN(C)C)cc12 | 8 | -0.9 | 2 | 5 | 0.5 | -2 | 96 | 14 | 11 | 0.1
CCc1ccc2[nH]c(=O)c(C(c3nnnn3Cc3ccc(OC)cc3)N3CCOCC3)cc2c1 (stereo not drawn) | 8 | -0.4 | 1 | -3 | -0.5 | -4 | 80 | 13 | 0 | -0.3
COC(=O)[C@@H]1C[C@@H]2CC[C@@H](O)C[C@@H]2N1Cc1ccc(OC)cc1 | 4 | -1.4 | 5 | 2 | -0.8 | 6 | 102 | 3 | 2 | -0.5
CC12C(=O)N(c3ccccc3C(=O)O)C(=O)C1C1C=CC2C1 (stereo not drawn) | 10 | -2.0 | 1 | 2 | -1.8 | 1 | 92 | 2 | 8 | 0.0
COc1ccc(C(=O)NCCCN2CCCC2=O)cc1S(=O)(=O)N1CCOCC1 | 3 | -0.6 | 1 | -7 | -1.4 | 1 | 98 | -5 | 5 | -0.3
Cc1ncc(CC(=O)n2cc(C(=O)c3cc(F)ccc3O)cn2)s1 | 11 | 1.7 | -2 | -15 | 0.2 | 2 | 100 | 5 | 0 | -0.1

With a hit mark in MC4R barr agon, among the entries above:
Structure,m5-HT2A agonist,Glyco luc inh,MC4R antag cAMP,MC4R barr agon,Exocytosis inh,ABCB6 inh MLPCN,ABHD5 PLIN5 PPI,aDG glyco act
CCOc1cc(NC(=O)c2ccco2)c(OCC)cc1NC(=O)c1cc(OC)c(OC)c(OC)c1,1,-3,0,13*,0,96,-3,0.0

(further entries)
SMILES | m5-HT2A agonist | iPSC survival up | Glyco luc inh | MC4R antag cAMP | MC4R barr agon | Exocytosis inh | ABCB6 inh MLPCN | ABHD5 PLIN5 PPI | H9c2 protect | aDG glyco act
O=C(CSc1nc(C2CCCCC2)n(-c2ccccc2)n1)NCCN1C(=O)CSC1=O | -3 | 0.0 | -1 | -1 | -0.3 | 2 | 81 | 2 | -2 | -0.2
CCOc1cc(C(=O)NCCCn2ccnc2)cc(OCC)c1OCC | 2 | -0.8 | 4 | 12 | -1.2 | 1 | 98 | -1 | 5 | -0.1
CCN(CC)C(=O)COc1ccc(/C(C)=N/NC(=O)c2ccccc2-n2cccc2)cc1 | -3 | -0.1 | -1 | -3 | -3.0 | 0 | 96 | 1 | 4 | 0.0
COC(=O)C1=C(C)NC(C)=C(C(=O)OC)C1C(=O)OC1CCCCC1=O (stereo not drawn) | 2&4 | 1.9&-0.2 | -1&0 | 4&4 | -0.4&-2.6 | -1&-2 | 99&93 | -5&3 | 0&0 | 0.0&-0.2
O=C(C1CCCN(S(=O)(=O)c2ccc(F)cc2)C1)N1CCOCC1 (stereo not drawn) | -3 | -0.9 | -3 | 0 | -0.2 | 1 | 98 | 3 | 4 | 0.4
Cc1ccc(NS(=O)(=O)c2cccc(C(=O)N3CCN(C(=O)c4ccco4)CC3)c2)cc1 | -11 | -2.3 | -3 | 5 | -0.7 | 4 | 93 | 7 | -6 | 0.2
CC(C)N1C(=O)C2C(C(=O)NCc3ccccc3)C3C=CC2(O3)C1C(=O)NC(C)(C)C (stereo not drawn) | 7 | -0.4 | 2 | 7 | 0.6 | -5 | 101 | 1 | 6 | -0.1
COCCNC(=O)C1(C)CCCN(C(=O)c2cnc3ccccc3n2)C1 (stereo not drawn) | 2 | -0.6 | 2 | 4 | -0.6 | -4 | 93 | -4 | 6 | -0.3
CCc1ccc(C(C)NC(=O)c2ccc3c(c2)OCO3)cc1 (stereo not drawn) | -6 | -0.5 | -2 | -7 | -1.5 | -6 | 93 | -5 | -1 | 0.0
COc1ccccc1NS(=O)(=O)c1cc(NC(=O)c2ccccc2C)ccc1N1CCOCC1 | -4 | -2.0 | -3 | 8 | -0.3 | -13 | 99 | 4 | 5 | -0.1
COc1ccccc1-c1cc2nc(NCCOc3ccccc3)ccn2n1 | -7 | 2.0 | 1 | -5 | -0.7 | -3 | 61* | -7 | -6 | 0.1
O=S(=O)(Nc1ccc(Cl)cn1)c1cccc(S(=O)(=O)c2ccccc2)c1 | 6 | 1.9 | 0 | -2 | 1.3 | -6 | 100 | 7 | 3 | -0.1
O=C1NC(=Nc2ccccc2Cl)SC1(CO)CO | 1 | -0.5 | -1 | 2 | -1.6 | -12 | 76 | -8 | 0 | 0.0
COc1cc2c(cc1OC)C(COc1ccccc1OC)N(C(=O)c1ccco1)CC2 (stereo not drawn) | 4 | 0.6 | 0 | 14 | 0.8 | -4 | 100 | 4 | 6 | -0.2
CC1(C)C(=O)NCCN1C(=O)CCCC(=O)O | -1 | 1.8 | 0 | 12 | -0.6 | 0 | 98 | -1 | 1 | 0.0
Cc1cc(C)c(NC(=S)NC(=O)c2ccc(-c3ccccc3)cc2)c(C)c1 | 0 | -1.1 | -3 | 32* | -1.2 | 4 | 103 | 1 | -8 | 0.0
CC(C)CN(C(=O)COC(=O)CCC(=O)c1ccc(F)cc1)c1c(N)n(Cc2ccccc2)c(=O)[nH]c1=O | 8 | -0.3 | -1 | -1 | -0.1 | -7 | 94 | -1 | -1 | 0.0
CC(C)(C)c1ccc(OCCC(=O)Nc2cccc(S(=O)(=O)NC3=NCCCCC3)c2)cc1 | -2 | -0.4 | 3 | 3 | -2.8 | 14 | 95 | -11 | -9 | 0.3
OC1(c2cccc(F)c2)CCN(Cc2ccncc2)CC1 | 1 | -0.3 | -2 | 3 | -0.1 | 2 | 91 | 5 | 2 | -0.1
CCOC(=O)C1(Cc2cccc(Cl)c2)CCCN(C(=O)CCOC)C1 (stereo not drawn) | 5 | 0.2 | 1 | 16 | 2.2 | -4 | 99 | -4 | -5 | 0.4
Cc1ccc(NC(=O)COC(=O)CCc2c[nH]c3ccccc23)c(C)c1 | -3 | -0.2 | 1 | 9 | -1.6 | -1 | 96 | 3 | -8 | 0.1
CN(C)S(=O)(=O)c1ccc(S(=O)(=O)Nc2ccc3c(c2)oc2ccccc23)cc1 | -2 | -0.6 | -3 | 10 | 2.6 | -4 | 100 | 12 | -22 | -0.2
CC(=O)Nc1ccc(S(=O)(=O)N(C)CC(=O)OC(C)C(=O)NC2CCCC2)cc1 (stereo not drawn) | -1 | -0.3 | / | 7 | -1.5 | 2 | 94 | 0 | -1 | 0.0
COc1ccc(N2CCN(C(=O)c3cccc4nc(C)oc34)CC2)cc1 | -2 | -0.3 | 0 | 0 | -1.9 | -4 | 98 | -2 | -3 | 0.0
COc1cc2c(cc1OC)C(C)=NCC2 | -2 | -1.3 | -2 | 2 | 1.2 | 3 | 98 | 3 | 1 | 0.3
COc1cccc(-c2nnc(NC(=O)c3ccc(Cl)s3)o2)c1 | -3 | -0.5 | 1 | -8 | -1.1 | 2 | 100 | -2 | 58* | -0.1

3 of the entries above in order of the Exocytosis inh value, rising:
structure	m5-HT2A agonist	Glyco luc inh	MC4R antag cAMP	MC4R barr agon	Exocytosis inh	ABCB6 inh MLPCN	ABHD5 PLIN5 PPI	aDG glyco act
S=C1NC(c2ccccc2)=CC(c2ccccc2)N1 (stereo not drawn)	-1	1	8	-0.4	0	94	-6	-0.1
CC12C(=O)N(c3ccccc3C(=O)O)C(=O)C1C1C=CC2C1 (stereo not drawn)	10	1	2	-1.8	1	92	2	0.0
CC(C)(C)c1ccc(OCCC(=O)Nc2cccc(S(=O)(=O)NC3=NCCCCC3)c2)cc1	-2	3	3	-2.8	14	95	-11	0.3

Single records, as listed above.
Listed for COc1cccc(-c2nnc(NC(=O)c3ccc(Cl)s3)o2)c1 → m5-HT2A agonist = -3; iPSC survival up = -0.5; Glyco luc inh = 1; MC4R antag cAMP = -8; MC4R barr agon = -1.1; Exocytosis inh = 2; ABCB6 inh MLPCN = 100; ABHD5 PLIN5 PPI = -2; H9c2 protect = 58*; aDG glyco act = -0.1
Listed for Cc1ccc(NC(=O)COC(=O)CCc2c[nH]c3ccccc23)c(C)c1 → m5-HT2A agonist = -3; iPSC survival up = -0.2; Glyco luc inh = 1; MC4R antag cAMP = 9; MC4R barr agon = -1.6; Exocytosis inh = -1; ABCB6 inh MLPCN = 96; ABHD5 PLIN5 PPI = 3; H9c2 protect = -8; aDG glyco act = 0.1
